# Bioassay records from PubChem BioAssay.
# Ecoli WT expand – growth inhibitors of E. coli BW25113 wild type | OD600 absorbance | growth inhibition, % at 100 µM | AID 710 | 98,000 tested, 0.15% active;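 active means growth inhibition above about 50% at one test dose, limit read from the data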;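 further: growth measured after 20 h incubation at 37 °C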
# S1P2 agonist – agonists of human S1P2 receptor; activation, % at 4.5 µM; S1P2-expressing cell line, agonist reporter read-out; 97,000 tested, 0.46% active; AID 729; in the data active means activation above about 16%;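 further: 0% = vehicle low control and 100% = maximal reference agonist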
# Target sequence (O95136 whole entry, looked up): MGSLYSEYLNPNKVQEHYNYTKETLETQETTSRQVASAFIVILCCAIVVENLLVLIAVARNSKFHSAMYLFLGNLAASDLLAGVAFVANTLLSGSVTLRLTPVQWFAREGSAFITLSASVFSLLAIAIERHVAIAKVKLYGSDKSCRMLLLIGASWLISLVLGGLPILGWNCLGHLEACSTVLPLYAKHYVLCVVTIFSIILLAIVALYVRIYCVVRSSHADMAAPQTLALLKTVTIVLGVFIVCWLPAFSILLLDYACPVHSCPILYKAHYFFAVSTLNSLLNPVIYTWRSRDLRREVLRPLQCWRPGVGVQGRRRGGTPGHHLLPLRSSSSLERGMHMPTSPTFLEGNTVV
# PostGolgi ctrl – inhibits growth of the yeast control strain; 98,000 tested, 5% active; inhibition, % at 10 µM; efflux-deficient yeast background strain, growth absorbance A615, 16 h
# sEH activator – activators of human soluble epoxide hydrolase | P34913 | purified human sEH enzymatic activity, activator screen | activation, % at 2 µM | 91,000 tested, 0.04% active | AID 717; in the data active means activation above about 37%; further: values of inactives mirror those of a sister screen read the other way
# S1P2 antag – blocks the human S1P2 receptor; O95136; cell-based S1P2 antagonist assay, inhibition at 5 uM; inhibition, % at 5 µM; 97,000 tested, 0.21% active; in the data active means inhibition above about 45%;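 further: CRE beta-lactamase reporter cells expressing human S1P2 stimulated with S1P; 0% = agonist at EC80 alone and 100% = agonist plus reference antagonist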
# PLAP activator – human PLAP activation. activation fold at 20 µM. 96,000 tested, 1.2% active. AID 696. purified PLAP enzyme, luminescent substrate read-out; hits give high values; in the data active means activation fold above about 2
# Target sequence (P05187 whole entry, looked up): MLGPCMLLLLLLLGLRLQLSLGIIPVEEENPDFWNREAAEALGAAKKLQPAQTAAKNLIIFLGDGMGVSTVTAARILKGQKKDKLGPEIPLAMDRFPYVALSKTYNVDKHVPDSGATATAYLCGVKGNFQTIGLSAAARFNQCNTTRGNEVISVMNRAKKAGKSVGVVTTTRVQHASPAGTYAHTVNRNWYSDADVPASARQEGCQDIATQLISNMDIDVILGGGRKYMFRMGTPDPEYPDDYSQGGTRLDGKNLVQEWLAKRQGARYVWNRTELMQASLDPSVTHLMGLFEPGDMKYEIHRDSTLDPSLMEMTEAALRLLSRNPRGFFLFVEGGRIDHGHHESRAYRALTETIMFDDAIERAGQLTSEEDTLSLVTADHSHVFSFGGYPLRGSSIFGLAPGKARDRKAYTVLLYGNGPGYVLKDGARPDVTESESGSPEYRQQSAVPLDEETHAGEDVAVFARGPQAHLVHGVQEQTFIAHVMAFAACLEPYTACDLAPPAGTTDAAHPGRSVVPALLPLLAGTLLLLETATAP
# sEH inhibitor – inhibitors of human soluble epoxide hydrolase | recombinant human sEH enzymatic activity assay | 91,000 tested, 0.34% active | P34913 | inhibition, % at 2 µM; in the data active means inhibition above about 80%; further: values of inactives mirror those of a sister screen read the other way; many of its hits are not listed in these tables
# Mac1 fbg inh – CD11b/CD18-fibrinogen binding inhibition; K562 CD11b/CD18 adhesion to fibrinogen, ATPlite luminescence; Mn2+ added to activate the integrin; inhibition, % at 10 µM; 93,000 tested, 0.54% active; AID 1497;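 active means primary inhibition of 50% or more at 10 µM, then 40% or more on retest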; further: some results filed as inactive read as strong as hits
# PostGolgi yeast – growth inhibition of a yeast mutant, post-Golgi transport screen; post-Golgi transport phenotypic cell assay; inhibition, % at 10 µM; 98,000 tested, 0.9% active; AID 739;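 further: yeast cells grown in 1536-well plates; yeast grown about 18 h at 30C before absorbance read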
# * = called active by the depositor; x = no result given. Unless noted, no stated cut-off is given here; in the data, active means inhibition above about 30%; inactive means the rest.
# Short keys – A = Ecoli WT expand; B = S1P2 agonist; C = PostGolgi ctrl; D = sEH activator; E = S1P2 antag; F = PLAP activator; G = sEH inhibitor; H = Mac1 fbg inh; I = PostGolgi yeast
COc1ccc(NC(=O)c2cc([N+](=O)[O-])nn2Cc2ccccc2)c(C)c1
  A: -13; B: -9; C: 8; D: -18; E: 1; F: 1; G: 19; H: -6; I: 1

Oc1ccc(-c2nnc(SCC3CCCCC3)o2)cc1
  A: -8; B: -5; C: 0; D: -2; E: -3; F: 1; G: 1; H: -12; I: -7

O=C(COc1ccccc1)N1CCN(C(=O)c2cccc(F)c2)CC1
  A: -3; B: x; C: 7; D: x; E: x; F: 0.9; G: x; H: -4; I: 7

O=c1c2ccccc2[nH]c(=S)n1CCCN1CCOCC1
  A: 4; B: 0; C: -2; D: 12; E: 0; F: 1.4; G: -9; H: -4; I: 18

Cc1ccc(-c2nnn(CC(=O)N(CC3CCCO3)C(C(=O)NC3CCCCC3)c3ccc(F)cc3)n2)o1 (stereo not drawn)
  A: -5; B: -2; C: -5; D: 17; E: -21; F: 1.2; G: -16; H: 6; I: -1

CCCCc1cc2c(c(NC(=O)CC)n1)c(=O)oc1ccccc12
  A: -3; B: 3; C: 1; D: -4; E: -27; F: 0.9; G: 7; H: 8; I: -7

O=c1/c(=C/c2ccc(O)cc2)sc2n1CCCN=2
  A: -2; B: -5; C: 2; D: -10; E: 12; F: 0.9; G: 7; H: 18; I: -2

Cc1ccc(NC(=O)COC(=O)Cn2c(C)csc2=O)cc1C
  A: 3; B: -13; C: 6; D: -10; E: 24; F: 0.9; G: 8; H: 4; I: 1

COc1ccccc1NC(=O)N1CCC(c2nnc(SCC(N)=O)n2C)CC1
  A: -1; B: -4; C: 13; D: -3; E: 11; F: 1.1; G: 3; H: 11; I: 5

COc1ccc(C2NC(=O)NC(c3ccccc3)=C2c2nc3ccccc3s2)cc1 (stereo not drawn)
  A: -22; B: -1; C: 15; D: 12; E: -3; F: 1; G: -10; H: 18; I: -3

CC(C)=CCCC1=CCC2C(=O)NNC(=O)C2C1 (stereo not drawn)
  A: x; B: -2; C: x; D: -2; E: -10; F: x; G: 6; H: x; I: x

Cc1nn(-c2ccccc2)c2[nH]c(=O)c(CNc3ccc(N4CCOCC4)cc3)cc12
  A: -6; B: -2; C: 3; D: -7; E: -4; F: 1.7; G: 7; H: 26; I: -4

COc1ccc(S(=O)(=O)N2CC(O)CC2C(=O)OCC(=O)Nc2ccc(Cl)cn2)cc1 (stereo not drawn)
  A: 2; B: -7; C: 7; D: -9; E: -2; F: 1.3; G: 12; H: 5; I: 8

O=C1NC2CCCCC2NC1CC(=O)N1CCN(c2ccccc2)CC1 (stereo not drawn)
  A: x; B: -7; C: x; D: 1; E: -9; F: x; G: 0; H: x; I: x

CCC(=O)Nc1ccc(NC(=O)c2cccc(OC)c2)nc1
  A: 1; B: -7; C: 8; D: -2; E: 7; F: x; G: 0; H: x; I: 22

COc1cc(/C=C2/SC(=NCc3ccccc3)N(Cc3ccccc3)C2=O)ccc1O
  A: -18; B: -1; C: 6; D: -7; E: 4; F: 1.5; G: 8; H: -7; I: -1

O=C(CN(C1CCCCC1)S(=O)(=O)c1ccccc1)N1CCCC1
  A: 9; B: -6; C: 11; D: -7; E: 10; F: 1; G: 5; H: -9; I: -4

Cc1cc(Br)ccc1OCC(=O)NNC(=O)c1ccc(NC(=O)C2CC2)cc1
  A: -7; B: -4; C: 5; D: 2; E: 3; F: 0.9; G: 1; H: -4; I: -13

COc1ccc(CCNS(=O)(=O)c2ccccc2)cc1OC
  A: -2; B: -5; C: -2; D: -11; E: 4; F: 0.9; G: 13; H: -3; I: 0

Cc1c(N=C2SCC(=O)N2/N=C/c2ccccc2Cl)c(=O)n(-c2ccccc2)n1C
  A: 9; B: -4; C: -7; D: 9; E: -6; F: 1.3; G: -8; H: -57; I: 5

O=C(Nc1ccccc1)Nc1cccc2cccnc12
  A: -8; B: -4; C: 24; D: -12; E: -12; F: 0.8; G: 12; H: 5; I: -4

CCC(OC(=O)CC1Sc2ccccc2NC1=O)C(=O)NCC1CCCO1 (stereo not drawn)
  A: -3; B: -2; C: 10; D: 1; E: -12; F: 2*; G: 0; H: 0; I: 4

CN1CN(C)c2cccc3cccc1c23
  A: x; B: -3; C: x; D: 7; E: -9; F: x; G: -4; H: x; I: x

Clc1ccc(Oc2nc(N3CCOCC3)nc(N3CCOCC3)n2)cc1
  A: -1; B: -3; C: 16; D: 6; E: -5; F: 0.8; G: -4; H: -5; I: 3

CCCCCn1c(CNC(=O)CC)nc2ccccc21
  A: 1; B: -6; C: -2; D: 4; E: -10; F: 1.1; G: -1; H: -22; I: -1

CCOC(=O)c1cc(CC)sc1NC(=O)c1ccc(N2CCOCC2)c([N+](=O)[O-])c1
  A: -7; B: -5; C: 3; D: -10; E: -1; F: 1; G: 8; H: 3; I: 3

CCOc1ccccc1NC(=O)c1cccc2c1C(=O)N(CCOC)C2
  A: 2; B: -5; C: 3; D: -5; E: 1; F: 1.5; G: 4; H: -9; I: 4

COc1cc(-n2c(C)nc3cc(C(=O)NCc4ccco4)ccc32)cc(OC)c1OC
  A: 4; B: 3; C: -1; D: 8; E: -5; F: 1.1; G: -9; H: x; I: -6

C/C=C/C=[N+](\[O-])C(C)/C(=N/O)c1ccc(F)cc1 (stereo not drawn)
  A: 7; B: -4; C: 12; D: -3; E: 12; F: 1.2; G: 2; H: -35; I: 4

Cc1nc(-c2cccc(-c3noc(C)n3)c2)no1
  A: 5; B: -2; C: -3; D: 2; E: 16; F: 1.1; G: -1; H: -26; I: -1

# Part of the list above with just Ecoli WT expand and S1P2 agonist:
smiles | Ecoli WT expand | S1P2 agonist
CCC(OC(=O)CC1Sc2ccccc2NC1=O)C(=O)NCC1CCCO1 (stereo not drawn) | -3 | -2
COc1cc(/C=C2/SC(=NCc3ccccc3)N(Cc3ccccc3)C2=O)ccc1O | -18 | -1
Cc1cc(Br)ccc1OCC(=O)NNC(=O)c1ccc(NC(=O)C2CC2)cc1 | -7 | -4

# (list continues)
# Short keys – A = Ecoli WT expand; B = S1P2 agonist; C = PostGolgi ctrl; D = sEH activator; E = S1P2 antag; F = PLAP activator; G = sEH inhibitor; H = Mac1 fbg inh; I = PostGolgi yeast
CC(C)CC(C)NNC(=O)c1cc2ccccc2[nH]1 (stereo not drawn)
  A: 2; B: -9; C: 3; D: 1; E: 16; F: 1; G: 0; H: 2; I: 1

O=C(Nc1ccc(Cl)cc1)C1=Cc2ccccc2OC1
  A: 2; B: -2; C: 18; D: -9; E: 12; F: 0.9; G: 8; H: 8; I: -2

Cc1ccc(CNC(=O)c2c(C)cc(=O)oc2C)cc1
  A: 5; B: -6; C: 15; D: -22; E: -8; F: 1; G: 25; H: -6; I: -1

COC(=O)C1C(=O)c2c([nH]c(C(=O)OC3CCCCC3)c2C)CC1C (stereo not drawn)
  A: 0; B: x; C: 0; D: x; E: x; F: 1; G: x; H: 6; I: 3

c1ccc(COCCN2CCN(CCOCc3ccccc3)CC2)cc1
  A: -3; B: -3; C: 6; D: 26; E: 1; F: 1.2; G: -22; H: -11; I: 1

Cc1cccc(Oc2ccccc2N)c1
  A: 13; B: -3; C: 4; D: 7; E: -2; F: 0.9; G: -8; H: -6; I: 14

COCCOC(=O)C1=C(C)NC(=O)NC1C1CC=CCC1 (stereo not drawn)
  A: 1; B: -2; C: 20; D: 0; E: 6; F: 1; G: 0; H: -12; I: -1

COc1ccc(N(CC(=O)Nc2cccc(SC)c2)S(C)(=O)=O)cc1Cl
  A: -7; B: -9; C: 1; D: -2; E: -4; F: 1.1; G: 2; H: 5; I: -6

COc1ccc(Cc2nnc(SCC(=O)Nc3nc(C)cs3)o2)cc1
  A: 1; B: -2; C: 4; D: -1; E: -2; F: 1.2; G: 4; H: -11; I: 7

Nc1nc(Cl)cc(Sc2ccc3ccccc3c2)n1
  A: -9; B: -4; C: 10; D: -8; E: 2; F: 0.9; G: 8; H: x; I: 5

COc1ccc(-c2nc3cccc(C)n3c2NCc2ccco2)cc1OC
  A: 11; B: -1; C: 10; D: 8; E: 10; F: 1.3; G: -11; H: -29; I: 20

Cc1cnc(Nc2nc3ccccc3o2)nc1C(=O)Nc1cccc(C(F)(F)F)c1
  A: -5; B: 4; C: 9; D: 13; E: 9; F: 1.3; G: -13; H: 6; I: 9

Cc1ccc(NC(=O)C(Cc2ccccc2)NC(=O)c2ccco2)cc1 (stereo not drawn)
  A: -7; B: -2; C: 7; D: -18; E: -26; F: 0.9; G: 19; H: -12; I: -3

CCOC(=O)c1ccccc1NS(=O)(=O)c1ccccc1F
  A: -2; B: 0; C: 9; D: 3; E: 12; F: 1; G: -4; H: 26; I: 5

O=C(NC1CCCCCCC1)C1CCCN(S(=O)(=O)c2cnc[nH]2)C1 (stereo not drawn)
  A: 4; B: -2; C: 27; D: -56; E: -4; F: 1.7; G: 56; H: -5; I: 10

Cc1nn(C)c(C)c1CN(C)C(=O)C1c2ccccc2Oc2ccccc21
  A: x; B: -5; C: x; D: 4; E: 11; F: x; G: -3; H: x; I: x

COc1ccc(CCNC(=O)CCN2C(=O)C(C)Oc3ccc(C)cc32)cc1OC (stereo not drawn)
  A: 3; B: -4; C: 1; D: -1; E: -28; F: 1.3; G: 1; H: -3; I: -10

Cc1ccc(C(=O)NCCN2CCOCC2)cc1Cl
  A: -1; B: -15; C: -3; D: 9; E: 12; F: 1.1; G: -9; H: -1; I: 2

Cc1ccc2nc(NC(=O)C3CCN(S(=O)(=O)c4cccs4)CC3)sc2c1
  A: -17; B: -8; C: 44*; D: 9; E: 20; F: 1.1; G: -10; H: 0; I: 38*

COC(=O)Nc1ccc(OCc2ccccc2)cc1
  A: 3; B: 1; C: 4; D: -13; E: -5; F: 1; G: 16; H: 15; I: 14

COc1ccc(CCNC(=O)C2=COCCO2)cc1
  A: -9; B: 1; C: 4; D: 13; E: -1; F: x; G: -14; H: x; I: -5

CCOc1ccc2[nH]c(=O)c(CN(CCN3CCOCC3)Cc3nnnn3C(C)(C)CC)cc2c1
  A: 5; B: -14; C: 8; D: 4; E: 10; F: 1.5; G: -3; H: -4; I: -3

COc1ccccc1NC(=O)N1CCN(c2ccc(F)cc2)CC1
  A: x; B: -2; C: x; D: 9; E: 6; F: x; G: -8; H: x; I: x

CCOC(=O)CSc1cc(CS(=O)c2ccc(Cl)cc2)nc(-c2ccccc2)n1 (stereo not drawn)
  A: -11; B: -1; C: 32*; D: -20; E: 4; F: 1; G: 20; H: x; I: 20

COc1cc(-c2nnc(SCC(=O)/C(C#N)=C(\C)N)o2)cc(OC)c1OC
  A: 2; B: -7; C: 0; D: -5; E: -8; F: 1.1; G: 8; H: x; I: 0

Oc1ccccc1-c1cc(-c2ccc3c(c2)OCCO3)n[nH]1
  A: 24; B: x; C: 4; D: x; E: x; F: 1.9; G: x; H: 34; I: 2

Cc1ccc(CNC(=O)C2CC(=O)N(c3ccc(OCC(=O)N4CCCC4)cc3)C2)cc1 (stereo not drawn)
  A: x; B: -6; C: x; D: -6; E: 1; F: x; G: 8; H: x; I: x

N#CCSc1nnc(-c2cnccn2)n1Cc1ccccc1
  A: x; B: -9; C: x; D: -4; E: -1; F: x; G: 5; H: x; I: x

NC(CC(=O)O)c1cccc(OCc2ccccc2)c1 (stereo not drawn)
  A: -8; B: x; C: 0; D: x; E: x; F: 1; G: x; H: -11; I: 11

Cc1ccccc1N1CCN(CCN2C(=O)CC(=C3c4ccccc4-c4ccccc43)C2=O)CC1
  A: x; B: -7; C: x; D: -11; E: -8; F: x; G: 13; H: x; I: x

Nc1nc(SCc2ccc(Cl)cc2Cl)n[nH]1
  A: 20; B: -1; C: 15; D: -3; E: -2; F: 1.4; G: 5; H: -17; I: -6

CC(=O)NCCn1c(SCc2ccc(C)cc2)nc2ccccc2c1=O
  A: -9; B: 1; C: 34*; D: 4; E: 5; F: 1.4; G: -3; H: 9; I: 3

O=C(c1ccco1)N1C(=O)c2cccc3c(S(=O)(=O)N4CCCC4)ccc1c23
  A: -11; B: -4; C: 11; D: -4; E: -4; F: 1; G: 1; H: 1; I: -4

CCOC(=O)c1c(N=CN(C)C)c(C#N)n2c1CCC2
  A: -4; B: -3; C: 2; D: -8; E: -2; F: 1; G: 6; H: -8; I: -4

COc1cc(CNCCc2ccccc2)ccc1OCc1ccc(Cl)nc1
  A: 1; B: 0; C: 39*; D: 6; E: -21; F: 1.8; G: -5; H: 1; I: 18

Cc1nnc(SCC(=O)N2c3ccccc3Sc3ccccc32)n1N
  A: -2; B: -2; C: 5; D: -4; E: -8; F: 0.9; G: 7; H: -12; I: -4
